Compound activity from PubChem.
MITF inh – blocks human microphthalmia-associated transcription factor; O75030; inhibition, % at 2.6 µM; AlphaScreen MITF homodimerization, bead proximity signal; actives 0.91% (n = 650,000); AID 1259374; in the data active = inhibition above about 50%;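 note: 0% = vehicle wells with protein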
Target sequence (O75030 whole entry, looked up): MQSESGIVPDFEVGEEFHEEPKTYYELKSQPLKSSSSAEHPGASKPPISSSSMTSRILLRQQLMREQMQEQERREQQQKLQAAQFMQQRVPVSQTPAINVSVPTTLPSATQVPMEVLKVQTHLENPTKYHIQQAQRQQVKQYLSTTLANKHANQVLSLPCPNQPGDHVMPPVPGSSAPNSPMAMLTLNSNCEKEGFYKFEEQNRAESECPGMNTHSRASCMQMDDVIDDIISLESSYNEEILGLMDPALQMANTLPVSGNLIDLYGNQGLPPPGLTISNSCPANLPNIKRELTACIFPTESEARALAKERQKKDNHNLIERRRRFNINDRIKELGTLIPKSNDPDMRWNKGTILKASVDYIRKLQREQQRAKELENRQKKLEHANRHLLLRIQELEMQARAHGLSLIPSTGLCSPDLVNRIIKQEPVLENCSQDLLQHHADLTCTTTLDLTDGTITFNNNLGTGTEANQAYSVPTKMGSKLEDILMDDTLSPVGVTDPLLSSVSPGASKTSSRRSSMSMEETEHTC
FBW7 activator – human FBW7 E3 ligase activation, primary screen; AlphaScreen FBW7–phospho-cyclin E peptide binding, activator screen; normalized activity (activation), % at 26.1 µM; actives 0.13% (n = 650,000); AID 1259310; in the data active = normalized activity above about 1.9%;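 note: purified mutant Fbw7 with reduced substrate affinity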
TEAD-YAP inh – TEAD-YAP interaction inhibition; HEK-TIYL cells, TEAD-Gal4/YAP UAS-luciferase luminescence; inhibition, % at 9.12 µM; actives 1.4% (n = 640,000); in the data active = inhibition above about 32%;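 note: 0% = median of test compound wells and 100% = reference inhibitor wells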
GPR151 activ – activates the human receptor GPR151 | Q8TDV0 | PathHunter beta-arrestin GPR151 cells, luminescence | activation, % at 11.2 µM | actives 1% (n = 650,000) | AID 1508602; in the data active = activation above about 4.9%;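 note: 0% = median of compound wells and 100% = cells with positive control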
Target sequence (Q8TDV0 whole entry, looked up): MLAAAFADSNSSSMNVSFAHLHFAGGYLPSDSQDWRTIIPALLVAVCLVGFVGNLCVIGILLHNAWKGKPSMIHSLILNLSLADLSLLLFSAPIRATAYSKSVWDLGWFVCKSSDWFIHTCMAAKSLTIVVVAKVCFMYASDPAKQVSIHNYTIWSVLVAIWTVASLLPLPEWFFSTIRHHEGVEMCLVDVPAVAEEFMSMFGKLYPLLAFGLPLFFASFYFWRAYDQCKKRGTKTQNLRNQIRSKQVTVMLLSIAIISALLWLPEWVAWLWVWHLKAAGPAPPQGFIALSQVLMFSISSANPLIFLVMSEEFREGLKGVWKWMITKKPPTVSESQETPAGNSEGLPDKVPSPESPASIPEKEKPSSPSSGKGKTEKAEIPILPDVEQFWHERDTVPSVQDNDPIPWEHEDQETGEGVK
Starred values were filed as active, the others as inactive; . = not tested or not shown.

no.	Molecule	MITF inh	FBW7 activator
1	COc1ccc(C2CC(=O)C3=C(C2)Nc2ccccc2NC3c2cccc3ccccc23)cc1 (stereo not given)	9	-0.1
2	CCOc1ccc(C(c2nnnn2C(C)(C)CC)N2CCC(C(N)=O)CC2)cc1 (stereo not given)	-4	-0.3
3	Cc1[nH]c2ccccc2c1C(c1cccnc1)N1CCCCC1 (stereo not given)	5	0.0
4	CSc1nc2ccc(NC(=O)c3cc(=O)c4ccccc4o3)cc2s1	17	0.2
5	Cc1ccc(C)c(NC(=O)c2ncn[nH]2)c1	12	0.0
6	Cc1ccc(-c2nc(C)sc2CC(=O)Nc2ccccc2N2CCOCC2)cc1	8	0.2
7	CSc1ccc(-c2ccc(OCCN3CCCC3=O)nc2)cc1	15	-0.4
8	CCOC(=O)Nc1ccc(NC(=O)CCc2ccccc2)cc1	11	0.2
9	COCc1[nH]nc2c1C(c1ccc(SC)cc1)C(C#N)=C(N)O2 (stereo not given)	-3	-0.1
10	Cc1c(Cl)cccc1NC(=O)CSc1nnc(C(C)(C)C)n1N	5	0.0

no.	TEAD-YAP inh	GPR151 activ
1	-13	-0.7
2	-1	0.6
3	-2	0.8
4	-4	-0.8
5	-2	2.2
6	5	0.5
7	-9	0.3
8	2	0.8
9	-6	0.8
10	8	0.4

Following part:
no.	Molecule	MITF inh	FBW7 activator
11	OCCC1CN(C2Cc3ccccc3C2)CCN1Cc1ccc(F)c(F)c1 (stereo not given)	-1	-0.1
12	CCOc1ccc(NC(=O)c2cc3cc(OC)ccc3oc2=O)cc1	-5	-0.1
13	O=C(NCc1ccccn1)c1ccccc1[N+](=O)[O-]	12	0.1
14	O=C(CC(NCC1CCCO1)C(=O)O)Nc1cccc(Cl)c1 (stereo not given)	1	0.2
15	Cc1ccc(-c2cc(C(F)(F)F)n3nc(C(=O)Nc4c(C)n(C)n(-c5ccccc5)c4=O)c(Cl)c3n2)cc1	9	0.3
16	O=[N+]([O-])c1cc2c(c(CN(Cc3ccco3)S(=O)(=O)c3ccccc3F)c1)OCOC2	-1	-0.3
17	O=C(NCc1ccncc1)C(=O)NCC1OCCN1S(=O)(=O)c1cc(F)ccc1F (stereo not given)	-9	-0.1
18	CCOC(=O)c1ccc2c(c1)N(Cc1ccc3c(c1)OCO3)C(=O)C(C)S2 (stereo not given)	27	0.3
19	Cc1ccc2c(C)nc(N3CCCC(NCCCOC(C)C)CC3)nc2c1 (stereo not given)	2	-0.1
20	CC1(c2ccc(OC(F)F)cc2)NC(=O)N(CC(=O)NC(=O)NCc2ccco2)C1=O (stereo not given)	20	-0.1

no.	TEAD-YAP inh	GPR151 activ
11	-14	-0.3
12	1	3.1
13	5	0.7
14	-18	-0.7
15	5	0.0
16	47*	1.1
17	-7	3.2
18	3	-0.4
19	-2	-1.2
20	-1	0.5

(more compounds)
no.	Molecule	MITF inh	FBW7 activator
21	CCC(C)(C)c1ccc(OCC(O)Cn2c(C)nc3ccccc32)c(C(C)(C)CC)c1 (stereo not given)	11	0.2
22	CCNC(=S)NCCc1c[nH]c2ccccc12	16	-0.3
23	CC(C)(C)NC(=O)C(c1ccccc1)N(C(=O)c1csnn1)C1CC1 (stereo not given)	3	-0.1
24	COC(c1ccccc1)c1nnc(CCC(=O)NCCc2cccc(F)c2)o1 (stereo not given)	11	-0.1
25	CC(C)(C)C(=O)Cn1c(=O)n(CC2CCCO2)c(=O)c2ccccc21 (stereo not given)	4	-0.2
26	Cc1cccc(-n2c(SCC(N)=O)nnc2-c2ccoc2C)c1C	-2	0.1
27	O=C(CSc1ccc(Br)cc1)Nc1ccccc1O	8	0.0
28	O=C(O)c1ccc(N=c2oc3cc(O)ccc3cc2C(=O)NCc2ccccc2)cc1	10	0.4
29	N/C(=N\OC(=O)c1ccccc1Cl)c1ccc(Br)cc1	7	0.0
30	O=C(Cc1cc(=O)[nH]c(=O)[nH]1)N(CCO)Cc1ccccc1	13	0.0

no.	TEAD-YAP inh	GPR151 activ
21	-14	1.1
22	4	4.5
23	3	-0.7
24	3	1.9
25	15	-0.1
26	1	-0.9
27	-18	1.9
28	-16	-10
29	-74	-0.7
30	-2	1.6

New compounds follow
no.	Molecule	MITF inh	FBW7 activator
31	Cc1ccc(NC(=O)Nc2ccc(S(N)(=O)=O)cc2)cc1	-6	0.0
32	CCOC(=O)c1csc(Nc2ccccn2)n1	2	-0.6
33	COc1ccc(/C=N/NC(=O)CNc2cccc(C)c2)cc1[N+](=O)[O-]	11	0.0
34	O=C(Nc1ccccc1)c1ccc(NC(=O)c2ccccc2Br)cc1	1	0.1
35	O=c1[nH]c2ccccc2c(-c2ccccc2)c1Sc1nnc(-c2ccncc2)n1-c1ccccc1	-4	0.0
36	Cc1cc(-c2nnc(-c3ccco3)o2)ccc1[N+](=O)[O-]	10	0.3
37	S=C(NCC1CCCO1)N/N=C1/CCc2ccccc21 (stereo not given)	-3	-0.2
38	O=C(N/N=C/c1ccc(Br)o1)c1cncc(Br)c1	16	0.2
39	O=C(COc1ccc2ccc(=O)oc2c1)c1ccccc1	20	-0.1
40	O=C(Cc1cc(=O)[nH]c(=O)[nH]1)NCc1ccc2c(c1)OCO2	10	0.0

no.	TEAD-YAP inh	GPR151 activ
31	-7	0.8
32	-40	-0.4
33	3	-0.5
34	-24	1.2
35	-1	-1.0
36	-29	-0.8
37	9	0.3
38	1	-0.5
39	-10	0.3
40	2	8.6*

Later entries:
no.	Molecule	MITF inh	FBW7 activator
41	Cc1ccc(S(=O)(=O)N(CC(=O)N2CCOCC2)c2ccccc2C)cc1	-16	-0.1
42	O=C(NC(c1ccccc1)c1c(O)ccc2ccccc12)c1ccccc1Br (stereo not given)	5	0.0
43	CCN(CC)c1nc(Cl)nc(NC(C)(C)CO)n1	7	0.2
44	O=C(c1nnc(-c2ccccc2)o1)N1CCOCC1	2	0.1
45	O=C(Nc1cc(Cl)cc(Cl)c1)c1ccc(F)c(S(=O)(=O)NCc2ccccc2Cl)c1	5	0.1
46	Oc1cccc(/C=C/c2ccc3cccc(O)c3n2)c1	6	0.1
47	Cc1cc(C)cc(Oc2ccc(NC(=O)CCC(=O)O)cc2)c1	15	0.0
48	FC(F)(F)c1cccc(-c2cc(N3CCOCC3)nc(-c3ccccn3)n2)c1	46	0.0
49	N#Cc1cc2c(nc1SC1CC(=O)N(c3ccc(Br)cc3)C1=O)CCCCC2 (stereo not given)	-4	0.0
50	O=c1c2ccccc2nc(-c2ccc(F)cc2)n1NCc1ccc(F)cc1	15	0.9

no.	TEAD-YAP inh	GPR151 activ
41	-6	0.2
42	-4	-0.3
43	-2	-1.2
44	-42	-8.3
45	-2	1.4
46	47*	-4.3
47	-5	-2.2
48	6	0.8
49	-11	-0.7
50	-14	-1.2

(continued)
no.	Molecule	MITF inh	FBW7 activator
51	c1ccc(-c2ccc(-c3[nH]c(-c4ccccc4)nc3-c3ccccc3)cc2)cc1	-5	-0.1
52	N#CCCSc1ccccc1NC(=O)c1ccc(S(=O)(=O)N2CCCc3ccccc32)cc1	9	0.1
53	O=C(Nc1ccc([N+](=O)[O-])cc1)N1CCN(C2CCCCC2)CC1	2	-0.1
54	CC(=O)Oc1ccc2c(oc(=O)c3ccccc32)c1C	14	0.1
55	COc1ccc(COC(=O)N/N=C(\C)CC(=O)Nc2ccc(OC)cc2OC)cc1	4	0.0
56	CCOc1ccccc1Nc1nc(-c2c(C)nc3sccn23)cs1	0	0.0
57	CCCCC(=O)Oc1ccccc1C(=O)O	14	.
58	CCC(=O)NC(c1ccccc1OC)c1cc(Cl)c2cccnc2c1O (stereo not given)	7	0.1
59	CC(=O)Nc1cccc(NC(=O)CSc2ccc(-c3sc(C)nc3C)nn2)c1	-5	0.2
60	CN1c2ncccc2C(=O)NC12CCN(C(=O)CCn1ccnc1)CC2	4	-0.1

no.	TEAD-YAP inh	GPR151 activ
51	-20	0.8
52	4	-0.6
53	3	0.4
54	3	0.9
55	-3	0.6
56	-3	-0.5
57	.	1.4
58	22	0.1
59	-13	0.3
60	-1	-0.1

(further entries)
no.	Molecule	MITF inh	FBW7 activator
61	CC(C)(C)SCCN=Cc1c(O)n(-c2ccc(Cl)cc2)c(=O)[nH]c1=O	-17	-0.1
62	O=C(O)c1c(CNCCc2ccc(Cl)cc2)c2ccccc2n1Cc1ccccc1F	11	0.0
63	COCCCNC(=O)CCCCCn1c(=S)[nH]c2cc3c(cc2c1=O)OCO3	0	0.1
64	CN(C)c1cccc(C(=O)N2CC[C@@H](c3ccccc3)[C@H](O)C2)c1	13	0.9
65	O=[N+]([O-])c1ccc(S(=O)(=O)NCCc2ccc(F)cc2)cc1	-20	-0.2
66	CC(C)(C)NC(=O)CSc1nnc(NC(=O)CCn2cnc3ccccc3c2=O)s1	7	-0.1
67	NC(=O)c1ccccc1N=Cc1cc([N+](=O)[O-])ccc1O	-3	-0.2
68	CCOc1ccc(C2=NC(c3ccc(F)c(Br)c3)NC(c3cccc(OCC)c3O)C2)cc1 (stereo not given)	5	0.2
69	Cc1ccc(C)c(CSc2nc3ccsc3c(=O)n2Cc2ccc3c(c2)OCO3)c1	-2	0.1
70	O=C(N/N=C\c1ccc(-c2ccc([N+](=O)[O-])cc2)o1)c1ccc2c(c1)OCO2	-11	0.2

no.	TEAD-YAP inh	GPR151 activ
61	11	1.0
62	17	-0.8
63	-4	-1.2
64	-7	-0.6
65	1	1.7
66	8	-0.3
67	-2	1.2
68	-5	-0.2
69	10	-0.6
70	-19	0.1

Next section
no.	Molecule	MITF inh	FBW7 activator
71	O=C(CC(NCc1ccccn1)C(=O)O)Nc1ccc(Oc2ccccc2)cc1 (stereo not given)	90*	-0.4
72	CCc1ccc(C(=O)NCCNc2ccc(C)nn2)cc1	-17	0.2
73	O=C(Cn1nnc(-c2ccc3c(c2)OCO3)n1)N/N=C/c1cn[nH]c1-c1ccc(F)cc1	11	0.2
74	Cc1cnc(CNc2cc(-c3ccc(F)cc3)nc(-c3cccnc3)n2)nc1	11	-0.4
75	COc1ccc(C(=O)Nc2ccc(C3(C#N)CCCC3)cc2)cc1OC	-3	-0.2
76	CCS(=O)(=O)c1ccc2oc(=O)c(/C=C(\O)C(C)(C)C)nc2c1	9	0.1
77	Cc1ccc(C2OCC3(CO2)SC(=O)NC3=O)cc1 (stereo not given)	11	0.6
78	CCOC(=O)/C(C#N)=C/c1ccccc1C(F)(F)F	1	0.6
79	O=C(Nc1ncnc2sc3c(c12)CCCC3)C(F)(F)F	13	0.1
80	Cc1ccc(NC(=O)c2cc(S(=O)(=O)N3CCCCCC3)ccc2F)cc1C	-19	0.1

no.	TEAD-YAP inh	GPR151 activ
71	2	1.7
72	-4	0.8
73	17	-1.1
74	-6	-1.7
75	-39	-5.7
76	2	-0.7
77	11	-0.8
78	16	0.1
79	-5	-0.6
80	-16	-0.3

2 compounds from above, limited to GPR151 activ, FBW7 activator and MITF inh:
item	structure	GPR151 activ	FBW7 activator	MITF inh
74	Cc1cnc(CNc2cc(-c3ccc(F)cc3)nc(-c3cccnc3)n2)nc1	-1.7	-0.4	11
75	COc1ccc(C(=O)Nc2ccc(C3(C#N)CCCC3)cc2)cc1OC	-5.7	-0.2	-3

Next section:
no.	Molecule	MITF inh	FBW7 activator
81	COC(=O)c1ccc(-c2cc(Cl)cc3c2OC(CNC(=O)c2c(C)noc2C)C3)cc1 (stereo not given)	17	0.8
82	CC(=O)c1ccc(-c2ccc3c4c(ccc3c2)OC(CNC(=O)CN(C)C)C4)s1 (stereo not given)	-12	0.1
83	O=S(=O)(NCCc1ccsc1)c1cc(F)ccc1F	-1	0.0
84	S=C(/C=C(/c1ccccc1)N1CCOCC1)Nc1ccccc1	9	-0.6
85	OCC1(CC2CCCCO2)CCN(Cc2cccc3c2OCO3)CC1 (stereo not given)	-10	-0.1
86	O=C(C1CC(c2ccccc2O)=NO1)N1CCCCC1 (stereo not given)	13	-0.1

no.	TEAD-YAP inh	GPR151 activ
81	1	-1.1
82	-53	1.8
83	-1	1.0
84	2	2.2
85	-3	0.7
86	-61	1.0

Full records as entered above. Screens in order: MITF inh	FBW7 activator	TEAD-YAP inh	GPR151 activ
OCC1(CC2CCCCO2)CCN(Cc2cccc3c2OCO3)CC1 (stereo not given) across the screens: -10	-0.1	-3	0.7
CC(=O)c1ccc(-c2ccc3c4c(ccc3c2)OC(CNC(=O)CN(C)C)C4)s1 (stereo not given) across the screens: -12	0.1	-53	1.8
S=C(/C=C(/c1ccccc1)N1CCOCC1)Nc1ccccc1 across the screens: 9	-0.6	2	2.2
